Screening results deposited in PubChem by Small Molecule Screening Facility, UW Madison.
PriA SSB inh: inhibitors of Klebsiella pneumoniae PriA binding to SSB C-terminal tail, primary screen, biochemical, AlphaScreen; PriA–SSB C-terminal tail interaction (Klebsiella pneumoniae); AlphaScreen SSBct-PriA binding, biotinylated peptide; inhibition, % at 33 µM; actives 0.6% (n = 430,000); AID 1272365, 2023; in the data active = inhibition mostly above about 37%, no sharp cut-off; inactive = mostly below about 20%;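 also: plate controls were negative control peptide for no effect and reference peptide for full effect; strong numbers were not always called active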
Active calls of the source: *; & = joins results of further samples.

molecule	PriA SSB inh
Cc1cccc(C(=O)Nc2cccc(C(=O)NN=Cc3cccc(C)n3)c2)c1	-7.3
O=C(NC[C@@H](c1ccsc1)N1CCCC1)NC1CCCCC1	1.0
C[C@H](Oc1ccccc1)C(=O)OCc1cc(-c2ccc3c(c2)OCO3)on1	-26.0
Cc1nn(C2CCS(=O)(=O)C2)c(C)c1N1CCN(C(=O)CCS(=O)(=O)c2ccccc2)CC1 (configuration not stated)	1.0
O=C(CSCc1ccccc1)NCC1CCN(c2ccccn2)CC1	-15.0
NC(=O)c1ccccc1OCC#CCNC(=O)NCc1cccs1	-17.0
Cn1nc(CNC(=O)c2cnc3ccccc3n2)c2c1CCOC2	-17.0
CC1C(=NO)CC(c2ccco2)NC1c1ccco1 (configuration not stated)	4.1
CN1CCCc2cc(C(CNC(=O)c3ccccc3Cl)N3CCOCC3)ccc21 (configuration not stated)	-4.0
COc1ccc(CCNC(=O)C(=O)NN=Cc2cccs2)cc1OC	-12.5
O=C(CNC(=O)c1ccc(-c2ccccc2C(F)(F)F)o1)c1ccccc1	-5.0
O=[N+]([O-])c1cccc(-c2ccc(C=NNC(=S)Nc3cccc(F)c3)o2)c1	4.3
Cc1nn(-c2ccccc2)c(Cl)c1C(=O)O	-6.0
CCN(CC)S(=O)(=O)c1c(C)nn(C(=O)COc2ccc(C)cc2C)c1C	-13.0
Cc1cccc(-c2nc(C)c(CCNC(=O)C(=O)Nc3cccc(Cl)c3C)s2)c1	2.0
O=C(Nc1ccc(Br)cc1C(=O)c1ccccc1Cl)c1cccc(Oc2ccccc2)c1	-4.0
O=C(NC(Nc1ccc(Br)cc1)C(Cl)(Cl)Cl)C(c1ccccc1)c1ccccc1 (configuration not stated)	-3.0
Cc1nc2sccc2c(=S)[nH]1	-6.0
Cc1ccccc1Cn1c(CCCO)nc2ccccc21	5.0
O=C(c1cccc(Cl)c1)N1CC(N2C(=O)C3CC=CCC3C2=O)C1 (configuration not stated)	2.0
O=C(Nc1ccc(Br)cc1)c1ccc(=O)[nH]n1	-12.0
Cn1c(=O)c2c(nc([N+](=O)[O-])n2Cc2ccc(F)cc2)n(C)c1=O	-7.0
FC(F)(F)c1cccc(Nc2nc(Nc3ccccc3)nc(N3CCCC3)n2)c1	-16.0
O=C(CSc1ccc(F)cc1)NCCn1nc(C(F)(F)F)c2c1CCCC2	-13.0
O=C(CSC1CCCC1)N1CCC(c2nnc(-c3ccsc3)o2)CC1	-6.0
CC(C)C(=O)Nc1ccc(S(=O)(=O)Nc2ccc(CC(=O)N3CCC(O)CC3)cc2)cc1	-5.0
C=CCn1c(=NC(=O)c2cccc(N3C(=O)CCC3=O)c2)sc2c(C)cc(C)cc21	-8.0
Cc1noc(C)c1Cn1ccn2nc(-c3ccc(F)cc3)c(CO)c2c1=O	-2.0
O=S(=O)(Cc1ccco1)C1CCN(S(=O)(=O)c2ccc(Br)s2)C1 (configuration not stated)	-12.0
COc1ccc(C=NOC(=O)Nc2ccccc2)cc1[N+](=O)[O-]	-5.5
S=c1[nH]nc(-c2cccnc2)n1N=Cc1cccs1	9.8
CCOc1ccccc1CNC(=O)c1sccc1S(=O)(=O)N1CCN(c2ccccc2)CC1	11.0
O=C(NCCCn1ncccc1=O)c1cccc(Oc2ccccn2)c1	2.0
Cc1ccc(Cl)cc1S(=O)(=O)NCCN1CCN(c2ccccc2)CC1	6.0
O=C(NCCn1ncc2c(N3CCN(c4ncccn4)CC3)ncnc21)c1c(F)cccc1Cl	8.0
COC(=O)c1ccccc1NC(=O)CSc1nc(N2CCc3ccccc3C2)nc2ccccc12	-21.0
COc1ccc(CCC(=O)N(Cc2ccccn2)Cc2ccco2)cc1	3.0
COc1ccc(CCNC(=O)Cn2cnc3c(-c4ccc(F)cc4)csc3c2=O)cc1OC	-17.0
COc1cc(N2CCN(C(=O)c3ccccc3C(F)(F)F)CC2)nc(C)n1	-9.0
Cc1ccc(S(=O)(=O)Nc2ccccc2C(=O)Nc2ccc(Br)cc2C(=O)c2ccccc2)cc1	-14.0
O=C(Cn1cnc2ccccc2c1=O)NC1CCN(c2ccc(C(F)(F)F)cn2)C1 (configuration not stated)	-12.0
Cc1cc(C)c2cccnc2c1O	28.9
Nc1c(C(=O)NCc2cccs2)nnn1Cc1cccc(Cl)c1	0.0
CCC1CCCCN1C(=O)Cc1csc(NC(=O)Nc2ccccc2)n1 (configuration not stated)	16.0
COc1ccc(-n2c(=O)[nH]cc(C(=O)Nc3ccc(C(N)=O)cc3)c2=O)cc1OC	12.0
CCCC[C@H](Sc1nc(N)c(NC(=O)c2ccc(OCC)cc2)c(=O)[nH]1)C(=O)O	-19.0
Cc1cc(NC(=O)c2cc3ccccc3o2)n(-c2nc3c(cnn3-c3ccccc3)c(=O)[nH]2)n1	-13.0
Cn1cc(-c2cccs2)nc1CCNC(=O)Nc1ccccc1Cl	9.0
O=S(=O)(C1CC1)N1CCC(CSc2ccccn2)CC1	2.0
O=C(CSc1nc2ccccc2s1)NN=Cc1ccc(C(=O)O)cc1	1.1

Further structures:
molecule	PriA SSB inh
O=C(Nc1ccc(S(=O)(=O)N2CCCCC2c2cccnc2)cc1)c1ccccc1C(F)(F)F (configuration not stated)	-6.0&7.0
O=C1c2cccc3cccc(c23)C(=O)N1Cc1nnc(Nc2ccccc2)s1	-22.0&3.0
O=C(Nc1nc(-c2ccccn2)cs1)c1cc(-c2ccco2)[nH]n1	65.8*
O=C(O)/C=C\C(=O)NCc1ccc2c(c1)OCO2	-5.0
CCC(C)C(C)=NNC(=O)c1cn(-c2ccccc2)nc1-c1ccccc1 (configuration not stated)	-11.6
COc1ccc(S(=O)(=O)N2CCOC(c3ccccc3)C2)cc1Cl (configuration not stated)	-10.0
O=C(NCCc1csc2nc(-c3cccs3)nn12)NC1CCCCCC1	5.0
O=C(Cn1cnc([N+](=O)[O-])n1)NN=Cc1cc(Cl)ccc1O	68.7
CC(Cn1cnc2ccccc21)C(=O)N=Nc1c(O)[nH]c2ccccc12 (configuration not stated)	-15.0
COc1ccc2nc(C)cc(NN=Cc3ccc(F)cc3)c2c1	27.6
O=C(NCCCSc1nnnn1-c1ccccc1)Nc1nccs1	4.0
COc1ccc(OC)c(-c2ccc(N3CCN(C(=O)Cc4cccs4)CC3)nn2)c1	5.0
COc1ccccc1NC(=O)NCC(c1ccc2c(c1)CCN2C)N1CCN(C)CC1 (configuration not stated)	1.0
Cc1ccccc1OCC(=O)NCCc1csc2nc(-c3cccs3)nn12	-19.0&-18.0
COc1ccc(CCNC(=O)N(CCc2cccs2)Cc2cccnc2)cc1	4.0
COc1ccc(S(=O)(=O)N=C2C=CC(=O)C(C)=C2C)cc1	11.6
COc1ccc(NC(=O)CCc2c(C)nn(-c3nc(C)cc(=O)[nH]3)c2C)cc1OC	-4.0
CCCCOc1cccc(NC(=O)c2ccc([N+](=O)[O-])c(C)c2)c1	9.0
O=C(c1ccccc1Br)N1CCN(CC(O)C2CC2)CC1 (configuration not stated)	-11.0
CCOC(=O)c1sc(NC(=O)c2ccc(S(=O)(=O)N3CCN(C(=O)OCC)CC3)cc2)nc1-c1ccccc1	-13.0
COc1ccc(-c2cnc(C(=O)Nc3ccccn3)o2)cc1	1.0
COCCCNc1ncnc2c1c(-c1ccccc1)cn2-c1ccc(F)cc1	-3.0
CCN(Cc1ccccc1)c1ccc(C=NN2CCOCC2)cc1	47.2*
CCc1nc2n(n1)C(=O)C([C@H](c1cccs1)N1CCN(C(C)=O)CC1)S2 (some centres not stated)	-29.0
COc1ccccc1CNC(=O)C(=O)NC[C@@H](c1cccc2ccccc12)N1CCCC1	14.0
Cc1nc2c(=O)n(CC(=O)c3ccc4c(c3)CCCC4)nc(-c3ccco3)c2s1	-12.0
COc1cccc(OCCOc2cccc(C=Nn3cnnc3)c2)c1	-19.3
COC(=O)c1ccc2c(=O)n(Cc3ccc(C(=O)NCc4ccccc4Cl)cc3)c(=S)[nH]c2c1	1.0
COc1ccc(SCCC(=O)N2CCN(c3nc4ccc(F)cc4s3)CC2)cc1	-1.0
CCCCC(=O)NN=C(C)CC(=O)Nc1ccccc1Br	-3.4
CSC1CC2CCC(C1)N2C(=O)C1c2ccccc2Oc2ccccc21 (configuration not stated)	8.0
CC[C@@H](C(=O)Nc1cccc(-c2cn3cccnc3n2)c1)c1ccccc1	-4.0
N#Cc1ccc(Cl)cc1NC(=O)C(=O)NCC(c1cccc2ccccc12)N1CCOCC1 (configuration not stated)	-7.0
Cc1cc(=O)n(CCNC(=O)C(c2ccccc2)c2ccccc2)cn1	-10.0
COC(=O)c1ccc(CSc2nc3sc4c(c3c(=O)n2-c2ccccc2)CCCC4)cc1	-1.0
CCS(=O)(=O)N1CCN(c2ccc(Nc3ccc(C)cc3)nn2)CC1	-8.0
CCOC(=O)Cc1csc(NC(=O)CN2CCC(c3nn(C)c(=O)n3C3CC3)CC2)n1	1.0
CCOC(=O)N1CCCC[C@H](c2ccc(OC)cc2)C1	-12.0
Cc1nnc(NC(=O)Cc2c(C)nc(SCc3ccccc3F)[nH]c2=O)s1	-5.0&3.0
O=C(Cc1csc(Nc2ccc(F)cc2)n1)NCC1CCCCC1	-7.0
CCOC(=O)c1ccc(NC(=O)Nc2sc3c(c2C(N)=O)C[C@@H](C)CC3)cc1	-12.0
O=C(Cn1cccc(S(=O)(=O)N2CCCC2)c1=O)Nc1ccccc1C(F)(F)F	-14.0
CCn1c(=NC(=O)c2ccc(S(=O)(=O)N3CC(C)OC(C)C3)cc2)sc2cc(F)cc(F)c21 (configuration not stated)	-19.0
CCCOc1ccc(-c2c(C(=O)NN=C(C)COc3ccccc3)nnn2-c2nonc2N)cc1	8.3
Cc1nc(-c2ccccc2Cl)sc1CNC(=O)CC1CSc2ncc(C)c(=O)n21 (configuration not stated)	-16.0
COc1ccc(C=NOCC(=O)N=Nc2c(O)[nH]c3ccc(Br)cc23)cc1OC	-3.5
O=C(NCCCS(=O)(=O)N1CCN(c2ccccn2)CC1)c1cccs1	-15.0&-10.0
NC(=O)C1CCN(C(=O)CCc2csc(NC(=O)c3ccc(=O)[nH]c3)n2)CC1	1.0
CCOc1cc(/C=C2/SC(=Nc3ccccc3C(F)(F)F)NC2=O)ccc1O	-2.0
CC(=NNC(=O)c1cc(C(C)C)[nH]n1)c1cccs1	-12.4

Retrieved by compound from above:
molecule	PriA SSB inh
CCOc1ccccc1CNC(=O)c1sccc1S(=O)(=O)N1CCN(c2ccccc2)CC1	11.0
CCOc1cc(/C=C2/SC(=Nc3ccccc3C(F)(F)F)NC2=O)ccc1O	-2.0
COc1ccc2nc(C)cc(NN=Cc3ccc(F)cc3)c2c1	27.6
CC(Cn1cnc2ccccc21)C(=O)N=Nc1c(O)[nH]c2ccccc12 (configuration not stated)	-15.0
Cc1ccccc1OCC(=O)NCCc1csc2nc(-c3cccs3)nn12	-19.0&-18.0
FC(F)(F)c1cccc(Nc2nc(Nc3ccccc3)nc(N3CCCC3)n2)c1	-16.0
CCOC(=O)c1ccc(NC(=O)Nc2sc3c(c2C(N)=O)C[C@@H](C)CC3)cc1	-12.0

More records.
molecule	PriA SSB inh
COc1ccc(N2CC(CNC(=O)c3cccs3)CC2=O)cc1 (configuration not stated)	-13.0
C/C(=C/C(=O)O)C(=O)Nc1ccc(N2CCOCC2)cc1	83.0
O=C(NCc1cccs1)NCC(c1ccsc1)N1CCCC1 (configuration not stated)	5.0
CNC(=O)Cc1ccc(-n2c(=O)c3ccccc3n(CC(=O)Nc3ccc(C(=O)OC)cc3)c2=O)cc1	-8.0
O=C(Cn1cnc2c(nnn2Cc2ccccc2)c1=O)OCc1ccccc1	1.0
Cn1cc([C@@H](O)CNC(=O)C2(c3ccc(Cl)cc3)CCCC2)c2ccccc21	10.0
N#CC(=NO)c1nc2ccccc2s1	-16.1
COc1ccc(C(=O)NN=CC2CC=CCC2)cc1OC (configuration not stated)	-4.2
Cc1ccc(NC(=S)NC(=O)c2ccccc2)c(C(=O)c2ccccc2)c1	14.0
Cc1ccc(C(=O)Nc2c(C)nc3sccn3c2=O)cc1C	-7.0
CCCCCN=C(N)NN=Cc1c[nH]c2ccc(OC)cc12	21.8
O=C(/C=C/c1ccc(-c2cccc(C(F)(F)F)c2)o1)c1cccs1	-1.0
O=C(Nc1nc(-c2cc3ccccc3oc2=O)cs1)c1cccc(Cl)c1	-7.0
O=C(CSc1ncnc2c1nnn2Cc1ccc(Cl)cc1)N1CCN(c2ccccc2)CC1	-3.0
COc1ccc(C(C)=NNC(=O)c2nnn(-c3nonc3N)c2CN(C)c2ccccc2)cc1	6.7
CC1CCc2nc(NC(=O)c3cc(Cl)cc(Cl)c3)sc2C1 (configuration not stated)	7.0
O=C(NCC(c1ccco1)N1CCc2ccccc21)c1ccccc1[N+](=O)[O-] (configuration not stated)	13.0
CC1(C)COCN1C(=O)CCN1C(=O)c2ccccc2S1(=O)=O	-12.0

A draw from above in order of molecular weight, ascending.
molecule	PriA SSB inh
CCN(Cc1ccccc1)c1ccc(C=NN2CCOCC2)cc1	47.2*
Cn1cc([C@@H](O)CNC(=O)C2(c3ccc(Cl)cc3)CCCC2)c2ccccc21	10.0
COc1ccc(C(C)=NNC(=O)c2nnn(-c3nonc3N)c2CN(C)c2ccccc2)cc1	6.7

Only part of the results is shown, so the mix of outcomes need not match the whole.
